Bioassay records deposited in PubChem by Broad Institute.
RAD54 inh – inhibitors of human RAD54 branch migration; Q92698; RAD54 Holliday junction branch migration, FAM/BHQ fluorescence; actives 0.14% (n = 360,000); inhibition, % at 10.4 µM; AID 602329;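 active = mean normalized replicate activity at least 40 and at least half of replicates scoring 40 or more; inconclusive = only one of the two criteria met; inactive = mean below 40 and under half of replicates reaching 40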;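 note: 0% = median of neutral control wells and 100% = median of positive control wells; inhibitors cause a drop in the FAM fluorescence signal; in these data hits start at about 50%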
Target sequence (Q92698 whole entry, looked up): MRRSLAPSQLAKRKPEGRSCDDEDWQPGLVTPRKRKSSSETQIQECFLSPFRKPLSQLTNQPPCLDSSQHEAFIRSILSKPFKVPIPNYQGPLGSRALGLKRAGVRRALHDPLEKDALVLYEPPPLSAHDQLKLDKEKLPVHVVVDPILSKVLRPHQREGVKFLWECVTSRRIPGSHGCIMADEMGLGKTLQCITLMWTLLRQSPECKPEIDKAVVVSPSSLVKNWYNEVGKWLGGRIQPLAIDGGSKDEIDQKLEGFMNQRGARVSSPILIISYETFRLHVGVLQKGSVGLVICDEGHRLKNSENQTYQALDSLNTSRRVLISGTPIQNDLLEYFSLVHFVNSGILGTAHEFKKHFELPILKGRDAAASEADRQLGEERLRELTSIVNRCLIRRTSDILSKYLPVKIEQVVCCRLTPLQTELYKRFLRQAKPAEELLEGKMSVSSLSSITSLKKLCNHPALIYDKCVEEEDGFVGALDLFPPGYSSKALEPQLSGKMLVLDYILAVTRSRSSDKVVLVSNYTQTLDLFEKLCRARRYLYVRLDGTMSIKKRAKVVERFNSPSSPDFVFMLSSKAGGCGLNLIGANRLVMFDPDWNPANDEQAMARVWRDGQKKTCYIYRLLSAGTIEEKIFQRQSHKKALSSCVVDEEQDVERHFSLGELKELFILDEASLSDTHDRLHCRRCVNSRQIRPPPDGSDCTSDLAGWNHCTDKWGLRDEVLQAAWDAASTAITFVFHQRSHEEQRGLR
ERAP1 inh – blocks human ERAP1 aminopeptidase activity; Q9NZ08; recombinant ERAP1, Leu-AMC fluorescence, 60 min; inhibition, % at 10.7 µM; actives 0.15% (n = 340,000); AID 652197;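 active = mean replicate inhibition of at least 30%, or all replicates individually reaching that 30% level; inactive = mean below 30% and not every replicate reaching it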;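 note: 0% = neutral control wells and 100% = L-leucinethiol positive control wells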
F508del corr – CFTR F508del correction in bronchial cells | CFBE cells, YFP halide quenching; stimulated with forskolin plus potentiator P3; % fluorescence drop versus neutral controls | activity (quench increase), % at 7.58 µM | actives 0.36% (n = 350,000) | AID 720511;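 active = mean added fluorescence quench of at least 8% versus neutral control, with both replicates also reaching 8%; inconclusive = only one of the mean or replicate conditions met; inactive = mean below 8% and not both replicates reaching 8%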;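 note: cells transiently co-express mutant CFTR-F508del with the halide-sensitive YFP; corrector assay measuring rescue of mutant channel to the surface after 24 h compound exposure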
esBAF inh – blocks esBAF chromatin remodeling in mouse ES cells. Bmi1-luciferase knock-in reporter, 24 h; 100% = twice the neutral-well signal. reporter increase, % at 12.5 µM. actives 2% (n = 350,000). AID 602393; in the data active = activation above about 40%; inconclusive = no clear call, values can overlap the other calls;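 note: 0% = median of the plate's neutral control wells and 100% = double that signal; a rise in the Bmi1 reporter signal indicates esBAF inhibition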
ARNT-TACC3 inh – disrupts binding between human ARNT and TACC3 | Q9Y6A5 | AlphaScreen His-ARNT PAS-B/GST-TACC3 binding, luminescence; TACC3 fragment carries E629A point mutation | inhibition, % at 9.99 µM | actives 0.66% (n = 390,000) | AID 623870;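 active = mean inhibition of replicates at least 50% and at least half of replicates each reaching 50%; inconclusive = half or more replicates reach 50% but mean below 50%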;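 note: 0% = complete ARNT plus TACC3 wells and 100% = ARNT alone without TACC3; many hits fall short of the cut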
INS-1E GSIS act – primary screen for activators of insulin secretion dependent on glucose, INS-1E cells, GLuc reporter luminescence. INS-1E GLuc reporter insulin secretion, 2-3 h. activation, % at 16.6 µM. actives 0.61% (n = 370,000). AID 743287;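 active = lowest replicate activation of at least 40%, so every replicate reaches that level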;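 note: 0% = median of neutral control wells and 100% = median of IBMX positive control wells; some compounds called inactive have numbers as strong as hits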
RAD52 anneal inh – RAD52 (human) annealing inhibition; P43351; recombinant RAD52 DNA annealing, FRET fluorescence; inhibition, % at 18.7 µM; actives 0.46% (n = 360,000);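 active = every replicate showing at least 50% inhibition; inconclusive = mean inhibition at least 50% but not in every replicate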
XiGFP reactiv – reactivates the inactive X chromosome in mouse fibroblasts. XiGFP mouse fibroblasts, % GFP-positive cells imaging, 3 d; cells co-treated with 5-aza-dC sensitizer; scaled so ellipticine positive control = 100%. activation, % at 7.58 µM. actives 0.055% (n = 360,000). AID 743238;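 active = mean normalized replicate activation at least 10% and every replicate at or above 10%; inconclusive = only one of the two criteria met; inactive = mean below 10% and not all replicates reach 10%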;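 note: 0% = median of on-plate neutral control wells and 100% = ellipticine 6 µM median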
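Assay system – SV40-immortalized XiGFP fibroblast cells, line 68-5-11 · Buffer or medium – DMEM supplemented with 5-aza-dC as sensitizing agent · Dosing – one concentration, pinned · Benchmarks – positive control ellipticine, 6 µM final · Times – 3 days compound exposure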
* hit, by the source's call; i = inactive; u = inconclusive; x = no result given.

Results follow in this order: RAD54 inh	ERAP1 inh	F508del corr	esBAF inh	ARNT-TACC3 inh	INS-1E GSIS act	RAD52 anneal inh	XiGFP reactiv
- CCOC(=O)c1cnn2cc(-c3[nH]ncc3[N+](=O)[O-])cnc12
    x	-6	x	x	15	x	1	0.5
- COc1ccc(OC)c(NC(=O)C2CCCN2C(=O)NC2CCCCC2)c1 (stereo not given)
    0	1	0.4	-1	-8	0	-10	0.5
- CO[C@@H]1CN(C)C(=O)c2cc(NS(=O)(=O)CC(F)(F)F)ccc2OC[C@@H](C)NC[C@@H]1C
    8	3	-1.9	0	-4	6	-22	0.2
- Clc1ccc(C=NN2CCCCCC2)cc1
    x	2	-0.1	82*	x	x	-10	0.0
- O=C(Cc1coc2cc3c(cc12)CCC3)NCC1(N2CCCCC2)CCCCC1
    x	3	-1.3	x	x	9	-44	0.5
- CCc1ccc(NC(=S)Nc2ccc3[nH]c(=O)[nH]c3c2)cc1
    4	-2	0.2	1	1	-7	-10	0.0
- COc1ccccc1C(=O)Oc1ccc2ccc(=O)oc2c1
    3	-10	0.4	6	x	-22	-1	0.5
- CCc1ccccc1NC(=S)NCC1CCN(c2ccc(OC)cc2)C1 (stereo not given)
    2	-2	-2.2	-4	6	8	-16	-0.1
- CCCN(CC(=O)Nc1ccccc1OC)C(=O)c1ccc(S(=O)(=O)Nc2ccccc2OC)cc1
    -16	5	-4.3	-2	-11	x	-27	0.1
- C[C@@H]1CN([C@@H](C)CO)C(=O)c2cccc(NC(=O)Nc3ccccc3)c2O[C@@H]1CN(C)S(=O)(=O)c1ccc(Cl)cc1
    -3	-1	-3.7	4	-2	-8	34	-0.5
- Cc1ccc(NC(=O)COC(=O)CN2CCSC2=O)cc1F
    -12	4	-3.6	-2	x	35	-49	0.2
- O=C(COC(=O)c1ncc(Cl)c(Cl)c1Cl)Nc1cccnc1Cl
    9	2	1.3	7	x	29	-5	0.1
- O=C(CCc1nnc(CCCc2ccccc2)o1)N1CCCCCC1
    -9	-2	-0.9	u	-6	6	-11	0.0
- O=C1CCCC2=C1C(c1ccc(O)c(O)c1)c1c(ccc3ncccc13)N2 (stereo not given)
    x	-1	3.9	x	x	-6	2	0.1
- O=C(Nc1ccc(F)cc1)N[C@@H]1C=C[C@H](CC(=O)N2CCCCC2)O[C@H]1CO
    -7	-1	-0.7	5	x	-2	8	0.2
- CSc1ccc(/C=C/C(=O)OCC(=O)NC2CCCC2)cc1
    5	-1	0.4	-5	x	x	0	-0.1
- CN1C[C@@H]2[C@H](c3ccccc31)[C@H](CO)N2C(=O)Nc1ccc(F)cc1
    -4	-1	1.6	11	0	5	-17	0.3
- CN(CCc1ccccn1)C1CCCN(S(=O)(=O)c2ccccc2Cl)C1 (stereo not given)
    -2	-1	-3.6	-4	3	3	-10	0.3
- CC1(Cc2cc(Cl)ccc2C(F)(F)F)C(=O)Nc2ccc(-c3ccc(F)c(Cl)c3)cc21 (stereo not given)
    -5	-2	-6.0	-5	x	283*	-22	0.1
- COc1ccc(-n2ncc3c(NCc4cccs4)ncnc32)cc1
    4	0	2.4	107*	-21	-26	-12	x
- Cc1cc(Cl)c2oc(C(=O)N3CCOCC3)c(C)c2c1
    1	-1	-0.8	67*	x	10	-6	-0.1
- COc1ccccc1NC(=O)N1C[C@H](O)COC[C@@H]2O[C@H](CC(=O)NCc3ccccc3)CC[C@H]21
    1	-1	-1.2	-2	-1	-1	1	-0.1
- O=C(C[C@@H]1CC[C@H]2[C@@H](COC[C@H](O)CN2CC2CCOCC2)O1)NCC1CCCCC1
    10	-2	-0.9	-4	-4	6	-13	0.5
- O=C(Cc1cc(=O)[nH]c(=O)[nH]1)N1CCC(Cc2ccccc2)CC1
    0	5	2.1	4	x	-4	-3	0.2
- CC1=C(C(=O)NC(C)c2ccccc2)C2(CCC(C)CC2)OC1=O (stereo not given)
    -6	-2	1.1	x	-14	1	-14	0.0
- C[C@H](CO)N1C[C@H](C)[C@H](CN(C)C(=O)Nc2ccc3c(c2)OCO3)OCCCC[C@H](C)Oc2ccc(NC(=O)Nc3ccccc3)cc2C1=O
    1	-2	1.3	2	-4	-3	9	0.2
- O=[N+]([O-])c1ccc2oc(-c3cccc(O)c3)nc2c1
    x	-3	1.6	x	-1	-21	-1	0.0
- Cc1cc(Nc2n[nH]c(N)c2C#N)ccc1F
    x	-3	0.9	x	2	12	1	0.4
- NNC(=O)c1ccc(NS(=O)(=O)c2ccc(Br)cc2)cc1
    x	-2	-1.9	x	x	4	-11	-0.1
- CCCn1c(=O)c2sccc2n2c(CCCC(=O)NCc3ccco3)nnc12
    -11	-5	-1.7	-11	-2	9	-15	0.0
- CCn1c(SCC(=O)NC2CC2)nnc1-c1ccccc1OC
    -5	-1	-2.3	-1	-7	-5	-5	0.4
- C[C@H]1CN([C@@H](C)CO)C(=O)c2cc(C#Cc3ccncc3)cnc2O[C@@H]1CN(C)C(=O)c1ccccc1F
    13	-4	-4.4	4	8	-16	-20	-0.9
- O=C(CC1Nc2c3ccccc3nc(=S)n2C1=O)NC1CCCCC1 (stereo not given)
    x	-1	-1.5	x	x	1	-7	0.0
- C[C@@H]1CN([C@H](C)CO)C(=O)c2cc(NC(=O)Cc3ccccc3)ccc2O[C@@H](C)CCCCO[C@H]1CN(C)C
    x	x	0.4	0	x	13	x	-0.1
- COC(=O)c1cc2c(c3c4cc(OC)ccc4n(S(=O)(=O)c4cccc(C)c4)c13)C(=O)N(Cc1ccc(N(C)C)cc1)C2
    x	-1	1.0	x	x	x	-24	-0.1
- O=C(CSC1=Nc2ccccc2C2=NC(CC(=O)N3CCN(c4ccccc4)CC3)C(=O)N12)NCC1CCCO1 (stereo not given)
    x	1	-0.7	5	20	6	-54	0.0
- O=C(NCc1ccccc1)c1nc(-c2cccs2)no1
    x	7	-1.3	x	-1	2	-10	0.0
- COc1cc2c3nnc(-c4ccc(F)cc4)c-3cn(Cc3ccc(C)cc3)c2cc1OC
    4	3	-16	-5	1	x	i	98*
- O=C(NC1CCCC1)c1ccc2c(c1)N(Cc1ccc(F)cc1)CCS2
    -9	0	-1.5	-3	-3	11	-27	0.0
- Cc1ccc(S(=O)(=O)N/N=C2\C(=O)C3(C)CCC2C3(C)C)cc1 (stereo not given)
    x	-4	1.4	0	7	11	-7	0.1
- COc1cccc(NC(=O)N2CC3(C2)[C@H](c2ccccc2)[C@H](CO)N3C(=O)C2CCC2)c1
    x	0	-1.3	x	x	-6	x	0.2
- CCNC(=O)[C@H]1[C@H](CO)[C@H]2Cn3c(ccc(C4=CCCCC4)c3=O)[C@H]2N1Cc1ccccc1F
    0	2	0.4	-3	4	2	-21	0.1
- Cc1nnc(N2C(=O)C(O)=C(C(=O)c3ccco3)C2c2cccc([N+](=O)[O-])c2)s1 (stereo not given)
    6	1	3.7	0	-5	48*	-7	0.3
- CCN(CC(=O)NCc1cccs1)C(=O)C(c1ccccc1)c1ccccc1
    0	-4	-0.2	-1	1	-40	0	0.0
- COc1cc([N+](=O)[O-])ccc1NC(=O)N1CCCCCC1
    2	2	-5.1	x	12	3	-3	0.1
- O=C(O)c1ccc(Sc2ccccn2)c([N+](=O)[O-])c1
    -4	1	3.2	x	x	7	-12	0.0
- NCCCCCCNC(=O)[C@H]1C[C@H]2C(=O)N[C@@H](Cc3ccccc3)C(=O)N2[C@H]1c1cccc(OCCO)c1
    -1	2	-0.2	x	-9	x	13	x
- C[C@H](CO)N1C[C@H](C)[C@@H](CN(C)Cc2cncnc2)Oc2ncc(-c3ccc(F)cc3)cc2C1=O
    7	-6	0.8	-2	-7	11	8	-1.4
- C[C@@H](NC(=O)[C@@H]1[C@@H](CO)[C@@H]2Cn3c(ccc(-c4cccc(F)c4)c3=O)[C@@H]2N1C)c1ccccc1
    x	0	-2.5	x	x	-2	0	0.5
- Cc1ccc(S(=O)(=O)N(C)C[C@H]2OCCCC[C@@H](C)Oc3ccc(NC(=O)Nc4ccc5c(c4)OCO5)cc3C(=O)N([C@@H](C)CO)C[C@H]2C)cc1
    4	-2	0.4	33	30	39	-11	0.1
- Cc1ccc(Cl)cc1Nc1nc(-c2cccnc2)cs1
    0	5	-0.3	5	5	-16	-11	0.2
- O=C(c1cc2cc(Cl)ccc2[nH]1)N1CCN(c2ccc(F)cc2)CC1
    2	0	1.5	-5	-1	9	-11	0.0
- CN1CCCCN2[C@H](C1)[C@H](c1ccc(C#CC3(O)CCCC3)cc1)[C@@H]2CO
    6	5	0.6	-3	-5	15	0	0.2
- COc1ccc(C(=O)c2ccc(Br)cc2)c(OC)c1OC
    -8	0	0.3	-4	-3	x	7	0.0
- N#C[C@H]1[C@@H](c2ccccc2)[C@@H](CO)N1C(=O)C1CCCC1
    0	7	-1.1	-5	10	13	-1	0.2
- O=C(C1CCC1)N1CC2(C1)[C@H](c1ccccc1)[C@H](CO)N2Cc1ccccc1F
    x	3	-2.9	x	x	-7	-38	0.1
- Cc1cccc(-c2noc(CCC(=O)NC3CCCCC3)n2)c1
    0	-1	1.3	x	-1	-10	-10	0.0
- O=C(c1ccc2nc(N3CCOCC3)sc2c1)N1CCN(c2ccc(Cl)cc2)CC1
    x	-2	2.4	x	0	-10	-2	0.0
- Cc1ccc(N(C)S(=O)(=O)c2cccc(C(=O)NCC(c3cccs3)N3CCOCC3)c2)cc1 (stereo not given)
    -4	0	-0.9	5	3	-21	-6	0.0
- O=C(COC(=O)c1ccc(S(=O)(=O)Nc2ccccc2)cc1)NCCN1C(=O)CSC1=O
    0	x	x	-6	-3	13	x	x

Additional compounds.
Results follow in this order: RAD54 inh	ERAP1 inh	F508del corr	esBAF inh	ARNT-TACC3 inh	INS-1E GSIS act	RAD52 anneal inh	XiGFP reactiv
- COc1ccc2nc(-c3ccccc3)[nH]c2c1
    11	x	x	4	-4	1	x	x
- CN/S(=N/S(=O)(=O)c1ccccc1)c1ccc(C)cc1 (stereo not given)
    12	x	x	-7	0	-1	x	x
- CCOC(=O)Cc1nnc(Nc2cc(C)ccc2C)c2ccccc12
    9	-3	-1.7	-2	x	-7	6	-0.1
- O=C(CSc1cccc2cccnc12)N/N=C/c1ccc(F)cc1
    x	-4	-1.5	x	44	35	-17	0.1
- CCC(C)C(N)C1=NC(C(=O)N[C@@H](CC(C)C)C(=O)N[C@H](CCC(=O)O)C(=O)N[C@H](C(=O)N[C@H]2CCCCNC(=O)[C@H](CC(N)=O)NC(=O)[C@@H](CC(=O)O)NC(=O)[C@H](Cc3cnc[nH]3)NC(=O)[C@@H](Cc3ccccc3)NC(=O)[C@H]([C@@H](C)CC)NC(=O)[C@@H](CCCN)NC2=O)[C@@H](C)CC)CS1 (stereo not given in full)
    -4	-2	3.3	3	4	x	-39	0.0
- CC(C)(C)N(Cc1ccccc1)C(=O)c1ccc(Cl)cc1[N+](=O)[O-]
    x	-4	2.5	x	x	-9	-7	0.0
- O=C(CN(C(=O)c1ccc(Cl)cc1)C1CCCCC1)Nc1ccc(Cl)c([N+](=O)[O-])c1
    x	4	1.0	x	-25	-16	-8	0.0
- CC1CCCCC1NC(=O)CCS(=O)(=O)c1ccc2c(c1)NC(=O)CO2 (stereo not given)
    -15	3	-1.7	4	4	17	-8	0.0
- CN1CCN(C(=O)C[C@@H]2CC[C@@H]3[C@H](COC[C@H](O)CN3C(=O)Nc3ccc4c(c3)OCO4)O2)CC1
    7	x	1.9	20	9	3	x	0.3
